HCMV antiviral – blocks human cytomegalovirus replication | HFF cells, HCMV-luciferase reporter, 72 h; hits give low values | activity change, negative = inhibition, % at 57.5 µM | hit rate 4.5% among 410,000; in the data active = activity change below about -60%; inconclusive = no clear call, values can overlap the other calls; inactive = above about -39%
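Two-dose cell screen: HFF monolayers treated with compounds and infected with luciferase-expressing HCMV at 1 PFU/cell, 72 h at 37C, then lysed for luciferase measurement.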
AMA1-RON2 inh – AMA1-RON2 (P. falciparum) interaction inhibition | AlphaScreen AMA1-biotinylated RON2 peptide binding | Potency, µM (highest dose often 58.2 µM), for the others: at the highest dose activity change, negative = inhibition, usual class: inhibitors | hit rate 0.2% among 360,000 | AID 720542;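 also: potency is read from the fitted curve at half-maximal effect; 0% = vehicle wells and -100% = peptide control; nearly all actives have a fitted effect of over 45% in size; some results filed as inactive show a strong effect at the top dose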
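AMA1 (3D7) with his tag at 25 nM final met compounds first, then biotinylated RON2 peptide at 25 nM; detection used donor plus acceptor beads, 10 µg/mL apiece, read by AlphaScreen after 30 min at room temperature.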
Sm TGR block – S. mansoni TGR enzyme inhibition; purified TGR, DTNB reduction, TNB absorbance 405 nm; Potency, µM (series often up to 114 µM), for the others: top-dose activity change, negative = inhibition, most hits filed as inhibitors; hit rate 3% among 360,000; AID 485364; also: potency is read from the fitted curve at half-maximal effect; nearly all actives have a fitted effect of over 60% in size
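First, TGR (20 nM dispensed) and NADPH were mixed with compound. Second, a 15 min room-temperature incubation followed. Third, further NADPH and then DTNB were added to start the reaction. Finally, TNB absorbance was monitored kinetically.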
AmpC inh no detg – AmpC beta-lactamase inhibition without detergent. P00811. AmpC nitrocefin hydrolysis, absorbance 480 nm, 0.0001% Triton. Potency, µM (highest dose often 57.1 µM), inactives show top-dose activity change, negative = inhibition, actives largely listed as inhibitors. hit rate 0.52% among 330,000;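 also: potency is read from the fitted curve at half-maximal effect; plate controls were no compound for no effect and no enzyme for full effect; nearly all actives have a fitted effect of over 20% in size; some results filed as inactive show a strong effect at the top dose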
Target sequence (P00811 whole entry, looked up): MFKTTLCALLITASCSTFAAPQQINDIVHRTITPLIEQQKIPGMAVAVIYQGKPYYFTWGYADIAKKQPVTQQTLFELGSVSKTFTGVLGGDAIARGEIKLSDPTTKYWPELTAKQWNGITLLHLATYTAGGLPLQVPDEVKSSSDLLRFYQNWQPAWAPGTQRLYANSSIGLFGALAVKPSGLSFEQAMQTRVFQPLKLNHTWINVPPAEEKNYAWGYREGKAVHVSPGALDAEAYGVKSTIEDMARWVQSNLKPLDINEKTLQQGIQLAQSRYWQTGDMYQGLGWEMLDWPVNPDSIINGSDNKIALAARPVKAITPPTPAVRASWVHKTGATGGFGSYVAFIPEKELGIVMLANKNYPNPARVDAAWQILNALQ
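20 mM phosphate pH 7.0 + 0.01% (detergent screen) or 0.0001% Triton X-100; 5.3 nM AmpC reagent; cpd preinc 15 min RT; nitrocefin (800 uM stock) to start; A480 q20 s × 4 min; Activity was normalised to no-enzyme and no-compound control wells.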
Giardia FBPA inh – inhibitors of Giardia lamblia fructose-1,6-bisphosphate aldolase | A8B2U2 | purified Giardia FBPA | Potency, µM (top dose mostly 59.6 µM), inactives show at the highest dose activity, negative = inhibition, hits mostly inhibitors | hit rate 0.71% among 290,000; also: potency is read from the fitted curve at half-maximal effect; nearly all actives have a fitted effect of over 55% in size
Target sequence (A8B2U2 whole entry, looked up): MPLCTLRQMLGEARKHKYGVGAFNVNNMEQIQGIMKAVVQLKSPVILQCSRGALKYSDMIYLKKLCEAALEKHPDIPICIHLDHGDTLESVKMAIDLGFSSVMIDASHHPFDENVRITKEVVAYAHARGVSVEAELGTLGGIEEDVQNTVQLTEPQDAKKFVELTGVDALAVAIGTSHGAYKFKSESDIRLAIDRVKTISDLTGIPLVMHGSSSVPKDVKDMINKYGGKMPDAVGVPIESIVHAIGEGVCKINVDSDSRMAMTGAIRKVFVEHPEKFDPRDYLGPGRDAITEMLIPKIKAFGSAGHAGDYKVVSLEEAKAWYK
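Giardia FBPA (40 nM reagent) was preincubated 10 min at RT with compound (up to 57.5 uM final), then substrate plus GAPDH/TPI/NAD/arsenate coupling system with diaphorase/resazurin was added; resorufin fluorescence (525/598 nm) was read after 20 min.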
AmpC detergent – inhibitors of E. coli AmpC beta-lactamase with detergent; P00811; AmpC hydrolysis of nitrocefin, absorbance 480 nm, 0.01% Triton; Potency, µM (highest dose often 114 µM), without a hit: top-dose activity change, negative = inhibition, most hits filed as inhibitors; hit rate 0.041% among 370,000;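 also: potency is read from the fitted curve at half-maximal effect; 0% = no-compound wells and -100% = no-enzyme wells; nearly all actives have a fitted effect of over 25% in size; some results filed as inactive show a strong effect at the top dose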
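AmpC (5.3 nM in the dispensed reagent) in 20 mM phosphate pH 7.0 with 0.01% (detergent screen) or 0.0001% Triton X-100 was preincubated with compounds for 15 min at room temperature. Nitrocefin was then added from an 800 uM solution, and hydrolysis was followed at 480 nm.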
* hit, by the source's call; ? = inconclusive; / = not tested or not shown; & = joins results of further samples; [ ] = dose if it differs, or a comment. Unless noted, calls follow the shape of the dose curve; as a rule, active = well fitted curve in the direction sought with a large enough effect; inconclusive = small, poorly fitted or top-dose-only effect, or another doubt; inactive = no such curve, though single readings can be large; an effect the other way counts as inactive or inconclusive. Unless noted, % is scaled to controls: 0 for no effect and ±100 for the full control effect.

SMILES	HCMV antiviral	AMA1-RON2 inh	Sm TGR block	AmpC inh no detg	Giardia FBPA inh	AmpC detergent
Nc1ccc(S(=O)(=O)N2CCCC2)cc1Cl	-39	-18%	0%	87%[activator]	-5%	1%
O=C(NCC(O)CO)c1ccc2[nH]c3ccccc3c2c1 (centres undefined)	-11	-1%	-2%	-3%	2%	-10%
Cc1cccc(NC(=S)NC(=O)c2ccco2)c1C	47	12%	?	-18%	/	9%
COC(=O)CSc1nc(-c2ccccc2)nc2ccccc12	-12	-7%	/	-5%	-3%	3%
COc1cc(Cl)c(C)cc1NC(=O)CSc1cc(=O)n(C)c2cc(Cl)ccc12	19	/	-2%	/	/	0%
CC1CCc2c(sc3nc(SCC(=O)O)n(-c4ccccc4)c(=O)c23)C1 (centres undefined)	-12	-6%	-4%	-37%	29%	4%
Cc1nnc(SCC(=O)c2ccc([N+](=O)[O-])cc2)s1	?	8%	-14%	-10%	?	0%
CCN(CC)c1ccc(NC(=O)c2ccccc2Br)cc1S(=O)(=O)Nc1ccccc1OC	-26	-7%	6%	-33%	-5%	0%
Cc1cccc(-c2nc3ccc(C(=O)NCCN4CCN(C)CC4)cc3nc2-c2cccc(C)c2)c1	-36	-13%	-14%	214%[activator]	2%	?
C=CCn1cnc2c(oc3ccccc32)c1=O	11	-1%	-15%	-8%	-2%	-4%
COc1cc(/C=N\NC(C)=O)ccc1OC/C=C/c1ccccc1	-15	79%[activator]	-28%	-19%	17%	?
O=C(Nc1nnc(SCc2ccc(F)cc2)s1)C1CC(=O)N(Cc2ccccc2)C1 (centres undefined)	35	5%	4%	35%	18%	-11%
CCOC(=O)c1c(C)noc1-c1ccc(Br)o1	6	5%	-3%	-9%	2%	9%
COc1ccccc1N1C(=S)N=C(Nc2c(C)cccc2C)C12CCCC2	-6	-7%	12%	14%	3%	10%
CC1=C(C(=O)Nc2ccccc2C)C(c2cccs2)n2nc(SCc3cc(C)ccc3C)nc2N1 (centres undefined)	5	/	4%	/	/	7%

Arranged by count of non-hydrogen atoms (falling): part of the list above.
SMILES	HCMV antiviral	AMA1-RON2 inh	Sm TGR block	AmpC inh no detg	Giardia FBPA inh	AmpC detergent
COc1cc(Cl)c(C)cc1NC(=O)CSc1cc(=O)n(C)c2cc(Cl)ccc12	19	/	-2%	/	/	0%
COc1cc(/C=N\NC(C)=O)ccc1OC/C=C/c1ccccc1	-15	79%[activator]	-28%	-19%	17%	?
Cc1cccc(NC(=S)NC(=O)c2ccco2)c1C	47	12%	?	-18%	/	9%

Next part.
SMILES	HCMV antiviral	AMA1-RON2 inh	Sm TGR block	AmpC inh no detg	Giardia FBPA inh	AmpC detergent
Cc1cc(OCC(=O)N2CCCCCC2)ccc1[N+](=O)[O-]	42	-3%	4%	-15%	-2%	-8%
CC(C)(C)OC(=O)N1CC=C2C(C#N)=C(N)C(C#N)(C#N)[C@H](c3cccnc3)[C@H]2C1	-22	14%	35µM*	-10%	?	?
CCOc1ccc(S(=O)(=O)N2CCN(Cc3ccc4c(c3)OCO4)CC2)cc1OCC	20	-14%	-1%	107%[activator]	/	1%
COc1cc(/C=N/O)ccc1OCc1ccc([N+](=O)[O-])cc1	-12	0%	3%	-40%	?	6%
Cc1c(/C=N/NC(=O)c2cccnc2)c2ccccn2c1C(=O)c1ccc(F)cc1	/	/	-8%	-35%	-5%	?
Cc1ccn2c(NC(=O)c3cccc(Cl)c3)c(-c3ccccc3)nc2c1	22	/	-17%	/	/	-5%
O=C(Nc1cccc(F)c1)c1cccnc1	-22	2%	-17%	-7%	-3%	?
CCc1cccc2c3c([nH]c12)C(CC)(CC(=O)O)OCC3 (centres undefined)	29	-2%	?	-17%	-25%&5%&19%	-11%
CC(=O)N1CCC(=NNc2ncc(C(F)(F)F)cc2Cl)CC1	-35	60%[activator]	2%	?	?	-4%
COc1ccc(C2(c3ccc(OC)cc3)NC(=O)N(CC(=O)NCC(C)c3ccccc3)C2=O)cc1 (centres undefined)	1	-7%	0%	-5%	/	-5%
O=C(Nc1ccc2nc(SCC(=O)N3CCOCC3)sc2c1)c1cccc(Br)c1	-35	/	0%	/	/	0%
CSC1=C(C#N)C(=O)NC(c2ccccc2O)S1 (centres undefined)	11	-16%	3%	-18%	-8%	-7%
Nc1ccccc1SSc1ccccc1N	45	-9%	11%	-41%	?	6%
COc1cc2c(cc1OC)C(c1cccc([N+](=O)[O-])c1)=NCC2	54	-8%	6%	-14%	5%	-4%
Nc1ccc(N=Nc2ccccc2)c(N)n1	-102*	?	1%	-31%	-18%	?
COc1ccc(CN2CCCCC2c2cccnc2)c(OC)c1C (centres undefined)	2	-2%	-15%	-5%	-5%	-14%
COc1ccccc1NC(=O)c1ccc(NC(=O)CSc2nncn2C)cc1	0	4%	-12%	-24%	1%	0%
CC(C)c1ccccc1-n1c(SCc2cc(=O)oc3ccc4ccccc4c23)nnc1-c1cccnc1	-33	-21%	6%	12%	-17%	10%
CCOC(=O)Cn1c(=N)n(CCOc2ccc(F)cc2)c2ccccc21	-17	-1%	15%	17%	4%	-6%
Cc1ccc2nc(-c3ccncc3)cc(-c3ccccc3)c2c1	6	-6%	-14%	46%	1%	5%
CCN(CC)c1ccc(CNc2nc3ccccc3n2C)cc1	2	-6%	-13%	-28%	2%	-1%
Cc1nnc2ccc(-c3cccc(NS(C)(=O)=O)c3)nn12	12	1%	7%	-2%	10%	-5%
COc1ccc2nc(NC(=O)c3ccccc3-c3ccccc3C(=O)O)sc2c1	-11	1%	2%[57.1 µM]	-12%	22%	4%
O=S(=O)(Nc1cccc(C(F)(F)F)c1)c1cnc[nH]1	-3	1%	6%	-11%	-7%	3%
O=c1c(-c2cc(-c3ccc(F)cc3)nc3c2COc2ccc(Cl)cc2-3)coc2ccc(F)cc12	-21	/	0%	/	/	-2%
CCn1c2ccccc2c(=O)c2ccccc21	-29	25%	5%	43%	3%	1%
COc1ccc(CN(C(=O)c2ccc(CN3CCOCC3)o2)C(C(=O)NCC2CCCO2)c2ccc(F)cc2)cc1 (centres undefined)	-31	0%	2%	165%[activator]	1%	-6%
O=C(CSc1ncc(CO)n1Cc1ccccc1)Nc1ccc(C(F)(F)F)cc1	-33	/	-10%	/	/	-1%
O=C(Nc1ccc(N2CCN(C(=O)c3ccc(Cl)cc3)CC2)cc1)c1ccc([N+](=O)[O-])o1	-96*	-6%	-27%	-19%	0%	-12%
CCOc1cc(/C=N\NC(=O)Cc2ccccc2)ccc1OCC(=O)Nc1ccc(C)c(C)c1	?	19%	-12%	-22%	9%	-1%
CC12CC3CC(C)(C1)CC(CN1CCOCC1)(C3)C2	-21	-26%	-3%	8%	-6%	?
COC(=O)[C@H](CC(C)C)NC(=O)NC1CCCc2ccccc21 (some centres undefined)	52	7%	-2%	-5%	4%	-1%
CC1CCc2nn(CC(=O)NC3CCCC3)cc2C1 (centres undefined)	24	-10%	0%	-3%	0%	-7%
CCc1ccc(-c2cn3nc(CC)sc3n2)cc1	17	/	7%	/	/	18%
COc1ccc(NC(=S)N2CCCC(CO)C2)c(OC)c1 (centres undefined)	-12	-20%	-8%	-19%	-13%	-4%
Cc1[nH]n(-c2ccccc2)c(=O)c1C=NCCc1ccccc1	-39	6%	/	-2%	0%	-2%
CCOC(=O)C(C)n1cnc2c(nnn2-c2ccc(OC)cc2)c1=O (centres undefined)	19	6%	-1%	4%	-3%	?
Cc1oc2ccc(O)c(CN3CCOCC3)c2c1C(=O)Nc1cccc(Cl)c1C	0	/	2%	/	/	20%
COc1ccccc1CNC(=O)c1ccc2nc(CCc3ccccc3)oc2c1	6	/	-8%	/	/	-2%
Cc1ccc(C)c(S(=O)(=O)N2CCN(C(=O)c3cc(-c4cccs4)nn3-c3ccccc3)CC2)c1	?	-7%	1%	-20%	/	-15%
O=C(CCN1C(=O)/C(=C/c2ccccc2Cl)SC1=S)NC1=NCCS1	-19	3%	40%[activator]	-39%	1%	?
CC(=O)c1nn(-c2ccc(Cl)cc2)c(=O)[nH]c1=O	-20	7%	-26%	-19%	-13%	3%
Cc1onc(-c2c(F)cccc2Cl)c1C(=O)N1CCN(S(C)(=O)=O)CC1	9	0%	3%	7%	1%	4%
NC(=O)c1cccc(-c2cccc(OC(=O)NC3CCCCC3)c2)c1	27	1%	0%	-16%	-2%&-5%	?
Cc1cc(OCC(=O)NCC(O)c2ccccc2)c2c(C)cc(=O)oc2c1 (centres undefined)	18	16%	4%	-7%	/	3%
Cc1ccccc1NC(=S)NC(=O)c1cncc(Br)c1	-11	42%[activator]	13µM*	-18%	-5%	1%
COc1ccc(Cn2c(SCc3ccc(C(=O)NC4CCCCC4)cc3)nc3ccncc32)cc1	?	/	1%	/	/	16%
COc1cccc(C2NC(=O)c3sc(=S)n(-c4ccccc4)c3N2)c1 (centres undefined)	?	-4%	-8%	-32%	4%	-2%
COc1ccc(/C=C2\SC(=NCc3ccccc3)NC2=O)cc1	-38	-17%	-4%	-20%	2%	1%
c1ccc(Cc2cc(-c3ccccc3)on2)cc1	27	77%[activator]	-21%	-26%	2%	5%
COc1ccc(C2C(=O)N(C3CCCCCC3)CC(=O)N2Cc2ccc(C)cc2)cc1OC (centres undefined)	-26	/	7%	/	/	1%

Some entries already given with just AmpC detergent, AmpC inh no detg and Giardia FBPA inh:
| SMILES | AmpC detergent | AmpC inh no detg | Giardia FBPA inh |
| --- | --- | --- | --- |
| Cc1ccccc1NC(=S)NC(=O)c1cncc(Br)c1 | 1% | -18% | -5% |
| COc1ccc(Cn2c(SCc3ccc(C(=O)NC4CCCCC4)cc3)nc3ccncc32)cc1 | 16% | / | / |
| COc1cccc(C2NC(=O)c3sc(=S)n(-c4ccccc4)c3N2)c1 (centres undefined) | -2% | -32% | 4% |
| COc1ccc(/C=C2\SC(=NCc3ccccc3)NC2=O)cc1 | 1% | -20% | 2% |
| c1ccc(Cc2cc(-c3ccccc3)on2)cc1 | 5% | -26% | 2% |

Compound activity: PubChem BioAssay, National Center for Advancing Translational Sciences (NCATS)

An unsorted share of the library. Share with any hit: about 7.8%.
